Screening results: PubChem, several laboratories
eIF4E 4G PPI: eIF4E–eIF4G protein interaction inhibitors, primary screen, biochemical, uHTS, TR-FRET, eIF4GI fragment. TR-FRET eIF4E-eIF4GI(517-606) binding, 2 h. inhibition, % at 21.7 µM. 220,000 compounds, 0.37% hits;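 also: 0% = full FRET control wells and 100% = background wells lacking eIF4GI fragment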
KCC2 mod: KCC2 cotransporter modulators, thallium flux, primary screen, cell-based, HEK293 KCC2, FluoZin-2 fluorescence, MLSMR. Solute carrier family 12 member 5 (Homo sapiens), Q9H2X9. KCC2 cells, thallium flux FluoZin-2 fluorescence. B-score of Tl+ flux slope (higher = more flux/activation; lower = inhibition) at 10 µM. 190,000 compounds, 2.2% hits. AID 1456, 2008;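 active = thallium flux slope and its plate-corrected score both differing from the plate sample mean at a set confidence after two filtering rounds, in either direction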;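 also: slope of fluorescence scaled to starting intensity during 10 to 20 s after thallium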
14-3-3 Bad inh: inhibitors of 14-3-3 zeta/Bad binding, primary screen, biochemical, TR-FRET, bovine 14-3-3 zeta. 14-3-3 protein zeta/delta (Bos taurus), P63103. AID 781, 2007. TR-FRET 14-3-3zeta/Dy647-pBad peptide displacement, 1 h. inhibition, % at 21.7 µM. 220,000 compounds, 0.71% hits;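 active = inhibition above about 70%, limit read from the data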;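 also: 0% = full 14-3-3 plus peptide FRET controls and 100% = background without 14-3-3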
Target sequence (P63103 whole entry, looked up): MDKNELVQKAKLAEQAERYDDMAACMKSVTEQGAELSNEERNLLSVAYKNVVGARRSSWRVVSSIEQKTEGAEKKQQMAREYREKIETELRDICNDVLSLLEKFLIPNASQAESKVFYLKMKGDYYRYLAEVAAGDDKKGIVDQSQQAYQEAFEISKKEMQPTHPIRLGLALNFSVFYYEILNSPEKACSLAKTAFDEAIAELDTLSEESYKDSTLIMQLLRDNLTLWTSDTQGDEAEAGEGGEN
EBV gp42 inh: Epstein-Barr virus gp42 inhibitors, primary screen, biochemical, uHTS, fluorescence polarization; 220,000 compounds, 0.42% hits; Glycoprotein 42 (Epstein-Barr virus (strain AG876)), Q1HVG2; Fluorescence polarization binding assay, mP read-out; inhibition, % (tested at 21.74 µM); AID 1085, 2008; in the data active = inhibition above about 50%
Target sequence (Q1HVG2 whole entry, looked up): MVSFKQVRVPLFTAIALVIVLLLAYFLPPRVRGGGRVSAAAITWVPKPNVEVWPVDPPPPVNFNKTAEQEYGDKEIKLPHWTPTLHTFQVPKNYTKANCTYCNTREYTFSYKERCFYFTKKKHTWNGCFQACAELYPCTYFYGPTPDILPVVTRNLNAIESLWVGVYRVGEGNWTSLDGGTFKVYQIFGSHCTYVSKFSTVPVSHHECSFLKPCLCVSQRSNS
Furin inhibitor: human furin inhibitors, primary screen, biochemical, fluorescence intensity. P09958. purified furin, fluorogenic substrate cleavage. inhibition, % at 30 µM. 220,000 compounds, 0.061% hits; in the data active = inhibition above about 25%; also: inactives centre near -15
p47phox inh: p47phox/p22phox peptide binding inhibitors, primary screen, biochemical, uHTS, NADPH oxidase regulatory subunit. 220,000 compounds, 0.53% hits. fluorescence polarization, 2 h. Neutrophil cytosol factor 1 (Homo sapiens), P14598. inhibition, % at 24.7 µM. AID 1274, 2008;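 also: 0% = p47phox with labelled peptide and 100% = labelled peptide alone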
KLK5 inh: human KLK5 protease inhibitors, primary screen, biochemical, 1536-well. inhibition, % at 5 µM. recombinant hK5, fluorogenic AMC substrate cleavage. 210,000 compounds, 0.59% hits. Kallikrein-5 (Homo sapiens), Q9Y337;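 active = inhibition of 40% or more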;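 also: 0% = enzyme controls without compound and 100% = no-enzyme blanks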
Target sequence (Q9Y337 67-293 limits assumed): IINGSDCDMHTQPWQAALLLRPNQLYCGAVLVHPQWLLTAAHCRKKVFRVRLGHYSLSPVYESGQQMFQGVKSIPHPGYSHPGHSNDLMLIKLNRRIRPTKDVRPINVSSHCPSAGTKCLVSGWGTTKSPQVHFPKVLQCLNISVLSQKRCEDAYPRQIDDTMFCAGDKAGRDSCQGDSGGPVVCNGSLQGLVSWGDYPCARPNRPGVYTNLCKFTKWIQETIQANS
Thrombin inh: human alpha-thrombin inhibitors, primary screen, counter-screen for coagulation protease inhibitor project, biochemical, 1536-well, fluorogenic AMC substrate; Prothrombin (Homo sapiens), P00734; Boc-VPR-AMC fluorogenic substrate cleavage; inhibition, % at 5 µM; 220,000 compounds, 0.26% hits;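 active = inhibition at or above 40%; inactive = inhibition below 40%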;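 also: 0% = enzyme with no compound and 100% = wells without enzyme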
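Test system: human alpha-thrombin protein / Dosing: one concentration per compound, 5 µM, with 0.2% DMSO / Medium: pH 7.5 Tris-saline with Tween 20 / Benchmarks: no-compound enzyme wells and no-enzyme blanks / Read-out basis: percent inhibition of thrombin substrate cleavage / Timing: reaction at room temperature / Measured by: fluorescence, ex 355 nm, em 460 nm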
Rad51 HR inh: human RAD51 strand exchange inhibitors, primary screen, biochemical, fluorescence. hRad51 DNA strand exchange, fluorescence dequenching. inhibition, % at 10 µM. 200,000 compounds, 0.085% hits;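 active = inhibition above 40% at the single screening dose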;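 also: 0% = DMSO control wells and 100% = blanks with heterologous ssDNA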
Target sequence (Q06609 whole entry, looked up): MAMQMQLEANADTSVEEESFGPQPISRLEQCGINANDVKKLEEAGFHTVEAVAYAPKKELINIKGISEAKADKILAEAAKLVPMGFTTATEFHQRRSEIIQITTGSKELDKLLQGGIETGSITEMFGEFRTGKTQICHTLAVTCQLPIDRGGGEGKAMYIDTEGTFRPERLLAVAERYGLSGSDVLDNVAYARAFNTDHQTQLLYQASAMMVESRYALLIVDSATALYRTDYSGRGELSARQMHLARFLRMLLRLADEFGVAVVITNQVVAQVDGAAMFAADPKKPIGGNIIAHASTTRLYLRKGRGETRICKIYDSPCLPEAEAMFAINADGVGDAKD
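material = hRad51 filaments on single-stranded DNA | timing = filaments 15 min 37 °C, then compound 30 min | signal = FRET fluorescence dequenching, excitation 485 nm, emission 520 nm | benchmarks = control wells and blank wells on each plate | evaluation = percent inhibition relative to plate controls and blanks | compound = 10 µM final, single point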
Starred values were filed as active, the others as inactive; . = not tested or not shown; [ ] = dose if it differs, or a comment.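 The calls were made as follows, unless noted: active = inhibition above about 30% (limit read from the data); inactive = the rest.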

Codes – A = eIF4E 4G PPI; B = KCC2 mod; C = 14-3-3 Bad inh; D = EBV gp42 inh; E = Furin inhibitor; F = p47phox inh; G = KLK5 inh; H = Thrombin inh; I = Rad51 HR inh
> COc1cc(-c2nnc(SCC(=O)N(Cc3ccccc3)C(C)(C)C)o2)cc(OC)c1OC
  A: 9	B: -1.3	C: 2	D: -6	E: -5	F: -7	G: -6	H: 5	I: 3
> Cc1ccc(NC(=O)COC(=O)c2ccc(OCc3c(C)noc3C)cc2)cc1S(=O)(=O)N1CCOCC1
  A: 3	B: -0.8	C: 4	D: -14	E: -7	F: -37	G: -7	H: 3	I: -8
> CCOc1cc(NC(=S)NCc2ccco2)c(OCC)cc1NC(=O)CC
  A: 3[fluorescence artefact?]	B: 0.094	C: -9	D: -1	E: -29	F: -13	G: -7	H: 1	I: .
> CCCC(=O)Nc1ccc(C(=O)NCCCn2ccnc2)cc1
  A: 3	B: 0.35	C: 11	D: -10	E: -14[20 µM]	F: 6	G: 1	H: -21	I: 1
> Cc1cccc(-n2c(SCC(N)=O)nc3c(c2=O)C2(CCCC2)Cc2ccccc2-3)c1
  A: 4	B: -0.14	C: 4	D: 0	E: -15	F: -18	G: 30	H: 26	I: 0
> Clc1cccc(OCCN2CCOCC2)c1
  A: 0[fluorescence artefact?]	B: .	C: 36[fluorescence artefact?]	D: 8	E: -12	F: 1	G: -12	H: -1	I: -10
> CC(C)C(=O)Nc1nnc(CSCc2ccccc2F)s1
  A: 2	B: .	C: -2	D: -31	E: -9[20 µM]	F: 2	G: -5	H: 0	I: -2
> c1ccc2c(SCc3cn4ccccc4n3)nncc2c1
  A: -4	B: -0.47	C: -3	D: -4	E: -25	F: .	G: 13	H: 1	I: .
> Cc1c(CNCCCc2ccccc2)c(C(=O)O)c(C)n1Cc1ccccc1
  A: 2	B: -0.65	C: -8	D: -3	E: -16	F: -6	G: -10	H: -10	I: 7
> CC1=C(C#N)c2nc(N)c(C#N)c(C)c2/C1=C\c1ccc(C)cc1
  A: 5	B: 0.053	C: -16[fluorescence artefact?]	D: -21	E: -9[20 µM]	F: -8	G: 2	H: 4	I: 8
> O=C(CS(=O)(=O)c1c[nH]c2ccccc12)Nc1ccc2c(c1)OCCO2
  A: 6	B: 0.84	C: -16	D: -6	E: -19[20 µM]	F: -6	G: -2	H: -7	I: -2
> O=C(CN1CCCc2ccccc21)N/N=C/c1c(O)ccc2ccccc12
  A: 5	B: -0.48	C: -8	D: -74	E: -10	F: -36	G: -10	H: -7	I: 1
> O=C(c1cc2nc(-c3ccc(F)cc3)cc(C(F)(F)F)n2n1)N1CCOCC1
  A: 5	B: 0.96	C: -7	D: -16	E: -32	F: -9	G: -7	H: -4	I: -6
> O=C1CS/C(=C/C(=O)c2cccc(Cl)c2)N1
  A: 2	B: 6.8*	C: 2	D: -3	E: 1	F: -2	G: 30	H: -2	I: -3
> COc1ccc(CCNC(=O)c2cnn3cccnc23)cc1OC
  A: 2[fluorescence artefact?]	B: -0.28	C: -11[fluorescence artefact?]	D: 2	E: -4[20 µM]	F: -13	G: -20	H: -9	I: 0

5 of the compounds above, with two lines to a compound:
Fields: eIF4E 4G PPI, KCC2 mod, 14-3-3 Bad inh, EBV gp42 inh, Furin inhibitor, p47phox inh, KLK5 inh, Thrombin inh, Rad51 HR inh
> Clc1cccc(OCCN2CCOCC2)c1
 : 0[fluorescence artefact?], ., 36[fluorescence artefact?], 8, -12, 1, -12, -1, -10
> CC(C)C(=O)Nc1nnc(CSCc2ccccc2F)s1
 : 2, ., -2, -31, -9[20 µM], 2, -5, 0, -2
> c1ccc2c(SCc3cn4ccccc4n3)nncc2c1
 : -4, -0.47, -3, -4, -25, ., 13, 1, .
> Cc1c(CNCCCc2ccccc2)c(C(=O)O)c(C)n1Cc1ccccc1
 : 2, -0.65, -8, -3, -16, -6, -10, -10, 7
> CC1=C(C#N)c2nc(N)c(C#N)c(C)c2/C1=C\c1ccc(C)cc1
 : 5, 0.053, -16[fluorescence artefact?], -21, -9[20 µM], -8, 2, 4, 8

(next part)
Codes – A = eIF4E 4G PPI; B = KCC2 mod; C = 14-3-3 Bad inh; D = EBV gp42 inh; E = Furin inhibitor; F = p47phox inh; G = KLK5 inh; H = Thrombin inh; I = Rad51 HR inh
> COC(=O)c1cccc(NC(=O)CSc2nc3cccnc3n2C)c1
  A: .	B: .	C: .	D: -14	E: -1	F: 10	G: -4	H: 3	I: -3
> CC(C)CC1(C(=O)O)NC(c2ccccc2O)C2C(=O)N(C(C)C)C(=O)C21 (stereo not drawn)
  A: 0	B: -0.14	C: 2	D: -23	E: -11	F: 12	G: -4	H: -7	I: 3
> CCOC(=O)c1ccc(N(CC(=O)NC2CCCC2)C(=O)CNC(=O)c2ccco2)cc1
  A: -12	B: 0.94	C: -4	D: 3	E: -18[20 µM]	F: 6	G: -23	H: -11	I: 3
> CC(c1ccon1)N(C)Cc1cn(Cc2ccccc2)nc1-c1ccc2c(c1)OCO2 (stereo not drawn)
  A: 7	B: .	C: 1	D: -10	E: -7	F: 0	G: .	H: -2	I: 13
> COc1ccc(C(=O)Nc2ccc(S(=O)(=O)Nc3cc(C)nc(C)n3)cc2)cc1OC
  A: -2	B: -0.26	C: 2	D: -9	E: -36	F: 0	G: 3	H: -7	I: -1
> O=C(N/N=C/c1cccc([N+](=O)[O-])c1)c1ccncc1
  A: 0	B: 1.6	C: 1	D: -3	E: -5	F: 5	G: -1	H: -3	I: 0
> CN1CCc2nc(SC(C(=O)O)c3ccccc3)c(C#N)c(-c3cccs3)c2C1 (stereo not drawn)
  A: 5	B: -0.34	C: -4	D: 7	E: -18	F: -7	G: -2	H: -2	I: -22
> O=C(Nc1cccc([N+](=O)[O-])c1)c1cc2ccccc2cc1O
  A: -2	B: -2.1	C: -25	D: 13	E: -22	F: -84	G: 0	H: 0	I: 13
> Cc1cc(Cl)ccc1N1C(=O)CC(NNC(=O)c2cccnc2)C1=O (stereo not drawn)
  A: 9	B: 0.04	C: -10	D: -12	E: 5	F: -13	G: -20	H: -6	I: 2
> OCC1(Cc2ccc(Cl)cc2)CCN(CC2CC=CCC2)CC1 (stereo not drawn)
  A: -2	B: .	C: 7	D: 1	E: 0	F: -13	G: .	H: -5	I: -18
> COc1cccc(C2=NOC(C(=O)N3CCN(c4ccccc4)CC3)C2)c1OC (stereo not drawn)
  A: 1	B: -1.5	C: 4	D: 6	E: -9	F: -5	G: 18	H: 10	I: 0
> CC(C)OCCCNC1=C(Cl)C(=O)c2ccccc2C1=O
  A: 0	B: -1.3	C: -4	D: -18	E: 0	F: -18	G: 5	H: -3	I: -62
> Cc1ccc(C2C(C#N)=C(N)Oc3n[nH]c(-c4cccnc4)c32)o1 (stereo not drawn)
  A: -4	B: -1.5	C: -9	D: -6	E: -3	F: 2	G: 0	H: -5	I: 5
> c1ccc(OCc2cc(-c3ccccc3)no2)cc1
  A: 5	B: -0.98	C: -17	D: -3	E: -17	F: -2	G: -2	H: -12	I: -12
> O=C1C(Cc2cccc([N+](=O)[O-])c2)SC(=Nc2ccccc2)N1c1ccccc1 (stereo not drawn)
  A: 0	B: -0.42	C: -5	D: -13	E: -13	F: -25	G: -7	H: -3	I: 3
> CCCN1CCN(C(=S)NCc2ccc(Cl)cc2)CC1
  A: 0	B: -0.099	C: -3	D: -7	E: -32	F: .	G: 11	H: -2	I: .
> O=C(NCc1ccccn1)C(F)(F)C(F)(F)C(=O)NCc1ccccn1
  A: 2	B: -0.48	C: 28	D: -4	E: -5[20 µM]	F: 5	G: 6	H: -7	I: -1
> O=C(Nc1cc(Cl)cc(Cl)c1)C(c1ccccc1)N1CCCCC1 (stereo not drawn)
  A: 1	B: 1.5	C: -9	D: -13	E: -17	F: -12	G: -27	H: -7	I: .
> CCOc1ccc(-c2nc(-c3ccncc3)no2)cc1OCC
  A: -5[fluorescence artefact?]	B: .	C: 3	D: 2	E: -12[20 µM]	F: -2	G: 4	H: -3	I: 3
> CNC(=O)Nc1ccccc1F
  A: 1[fluorescence artefact?]	B: .	C: 14[fluorescence artefact?]	D: -15	E: -8[20 µM]	F: -5	G: 8	H: -1	I: 4
> O=C(NCc1cccnc1)c1ccc([N+](=O)[O-])cc1
  A: -1	B: 1.5	C: -13	D: -7	E: -23	F: -4	G: 0	H: 2	I: 9
> Cc1ccc2c(c1)C(c1ccccc1)C(=O)O2 (stereo not drawn)
  A: -8	B: -1.5	C: -1	D: 10	E: -12	F: 8	G: 0	H: -2	I: .
> CCC(CC)C1C(C#N)=C(N)Oc2n[nH]c(-c3ccccc3)c21 (stereo not drawn)
  A: -12	B: .	C: -12	D: 1	E: -22[20 µM]	F: -13	G: -1	H: 4	I: -2
> CC(=O)NC1=NN(C(C)=O)C(C)(c2ccc(C)o2)S1 (stereo not drawn)
  A: 0	B: 0.88	C: -2	D: -26	E: -11	F: -6	G: 5	H: -6	I: -3
> COc1ccccc1NC(=S)N1CCC(NC(=O)c2ccco2)CC1
  A: -2	B: 0.41	C: -16	D: -14	E: -26	F: -4	G: -1	H: -12	I: -3
> COc1ccc(CSCC(=O)N/N=C/c2ccc(OCC(=O)NCc3ccco3)cc2)cc1
  A: 2[fluorescence artefact?]	B: -0.66	C: -9	D: -19	E: -19[20 µM]	F: -14	G: -9	H: 3	I: 0
> CC(O)Cc1cn([C@@H](CCCCN)C(=O)N2CCNCC2)nn1 (stereo partly drawn)
  A: 0	B: 0.3	C: 5	D: -8	E: -25	F: -1	G: 7	H: 3	I: 2
> CCc1ccc(N2CC(C)Cn3c2nc2c3c(=O)n(CCN3CCOCC3)c(=O)n2C)cc1 (stereo not drawn)
  A: 1	B: -0.99	C: 8	D: -2	E: -12	F: -11	G: 4	H: 0	I: -14
> CCC1(C)N=c2c(c(=O)n(C)c(=O)n2C)=NO1 (stereo not drawn)
  A: -4	B: 0.81	C: 4	D: -25	E: -14[20 µM]	F: -45	G: -1	H: 1	I: 10
> CN(NC(=O)c1ccccc1)c1ncc(C(F)(F)F)cc1Cl
  A: 0	B: 0.033	C: -1	D: -4	E: -12	F: -13	G: 0	H: 2	I: 13
> COc1ccc(-c2[nH]ncc2CN(C)Cc2cccnc2)c(OC)c1
  A: -1	B: .	C: -4	D: -10	E: -28	F: 1	G: .	H: -4	I: 8
> O=C(Cc1ccc(Cl)cc1)NNS(=O)(=O)c1ccc([N+](=O)[O-])cc1
  A: -2[fluorescence artefact?]	B: -0.66	C: 30[fluorescence artefact?]	D: -11	E: -1	F: -12	G: -2	H: 14	I: 1
> C[C@]12CCC(=O)C=C1CC[C@@H]1[C@@H]2C(=O)C[C@@]2(C)[C@H]1CC[C@]2(O)C(=O)CO
  A: 2	B: -1.3	C: 2	D: -4	E: -10	F: 5	G: -11	H: -3	I: -3
> O=C(Cn1nc(C(F)F)cc1C(F)F)N/N=C/c1ccc2c(c1)OCO2
  A: 0	B: 0.34	C: 7	D: -4	E: -18[20 µM]	F: -9	G: 2	H: 3	I: 4
> CCN(CC)c1ccc(NC(=O)c2cccnc2)cc1
  A: -3	B: -0.00021	C: -7	D: -7	E: -11[20 µM]	F: -1	G: 4	H: -2	I: -10
